# Rv3671c inh: inhibitors of M. tuberculosis serine protease Rv3671c; P9WHR9; inhibition, % at 5.96 µM; 320,000 tested, 0.048% active; AID 2606; in the data active means inhibition above about 38%;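 further: extracellular domain of Rv3671c used as enzyme; 0% = enzyme with DMSO and 100% = no enzyme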
# Target sequence (P9WHR9 whole entry, looked up, the tested form may be a part): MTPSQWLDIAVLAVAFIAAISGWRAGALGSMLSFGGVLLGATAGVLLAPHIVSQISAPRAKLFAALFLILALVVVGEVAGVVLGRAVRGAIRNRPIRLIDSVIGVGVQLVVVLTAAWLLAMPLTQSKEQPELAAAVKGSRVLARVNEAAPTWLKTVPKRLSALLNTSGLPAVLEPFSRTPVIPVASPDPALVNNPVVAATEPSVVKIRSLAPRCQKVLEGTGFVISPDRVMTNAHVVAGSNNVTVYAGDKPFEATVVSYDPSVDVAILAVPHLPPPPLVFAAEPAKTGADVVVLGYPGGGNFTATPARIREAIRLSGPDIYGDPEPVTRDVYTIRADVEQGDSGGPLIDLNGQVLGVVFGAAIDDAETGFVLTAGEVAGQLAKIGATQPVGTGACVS
# DUSP3 inh: inhibitors of human VHR1 phosphatase (DUSP3) | P51452 | recombinant VHR phosphatase, pNPP absorbance | inhibition, % at 13.3 µM | 290,000 tested, 0.52% active | AID 1654; in the data active means inhibition above about 50%; further: some compounds called inactive have numbers as strong as hits
# Target sequence (P51452 whole entry, looked up): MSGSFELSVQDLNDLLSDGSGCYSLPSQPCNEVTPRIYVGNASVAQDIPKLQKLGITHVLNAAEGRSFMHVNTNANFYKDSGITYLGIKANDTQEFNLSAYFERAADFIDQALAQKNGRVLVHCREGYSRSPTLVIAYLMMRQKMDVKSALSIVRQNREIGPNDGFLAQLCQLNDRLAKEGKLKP
# Mtb BioA inh: blocks M. tuberculosis BioA enzyme activity; purified M. tuberculosis BioA enzyme, plate reader; inhibition, % at 9.99 µM; 360,000 tested, 0.096% active; AID 602481; in the data active means inhibition above about 40%
# PriA SSB inh: blocks PriA binding to SSB C-terminal tail; AlphaScreen SSBct-PriA binding, biotinylated peptide; inhibition, % at 33 µM; AID 1272365; 430,000 tested, 0.6% active; in the data active means inhibition mostly above about 37%, no sharp cut-off; inactive means mostly below about 20%;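 further: plate controls were negative control peptide for no effect and reference peptide for full effect; strong numbers were not always called active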
# UGM FP inh: Mtb UDP-galactopyranose mutase inhibition. purified UGM, fluorescence polarization probe displacement. inhibition, % at 10 µM. 320,000 tested, 0.06% active. AID 504406; in the data active means inhibition above about 10%, passing the limit was not always enough
# GDH-TPI counter: inhibits GDH-TPI coupling enzymes, artifact for Mtb FBA screen; 360,000 tested, 1.2% active; GDH-TPI coupled enzyme counterscreen, NADH absorbance; AID 588335; inhibition, % at 4.8 µM; in the data active means inhibition above about 30%;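 further: 0% = DMSO wells and 100% = wells lacking the enzyme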
# Mtb FBA inh: inhibitors of M. tuberculosis fructose-bisphosphate aldolase. purified M. tuberculosis FBA, fluorescence read-out. inhibition, % at 1 µM. AID 588726. 360,000 tested, 2.3% active; in the data active means inhibition above about 27%;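 further: 0% = vehicle and 100% = reference inhibitor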
# Target sequence (P9WQA3 whole entry, looked up): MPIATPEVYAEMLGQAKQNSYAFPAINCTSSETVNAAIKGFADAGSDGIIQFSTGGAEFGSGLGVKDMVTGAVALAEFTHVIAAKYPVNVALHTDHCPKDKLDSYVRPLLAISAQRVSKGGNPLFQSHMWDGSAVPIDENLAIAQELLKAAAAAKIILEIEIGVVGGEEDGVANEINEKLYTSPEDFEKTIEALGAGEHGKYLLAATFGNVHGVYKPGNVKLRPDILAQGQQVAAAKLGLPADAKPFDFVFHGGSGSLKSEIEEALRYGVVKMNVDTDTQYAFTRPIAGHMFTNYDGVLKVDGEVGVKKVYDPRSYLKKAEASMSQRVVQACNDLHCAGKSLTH
# MazEF act: activators of E. coli MazEF toxin-antitoxin RNase. FAM/BHQ RNA-DNA oligo cleavage fluorescence, 5 h. 350,000 tested, 0.32% active. P0AE70. AID 504720. activation, % at 20 µM; in the data active means activation above about 50%
# Target sequence (P0AE70 whole entry, looked up): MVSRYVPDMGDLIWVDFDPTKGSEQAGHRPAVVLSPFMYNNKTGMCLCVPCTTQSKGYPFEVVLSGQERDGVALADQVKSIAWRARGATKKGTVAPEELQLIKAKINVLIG
# Vc quorum ag: quorum light induction in luxS cqsA deficient V. cholerae; V. cholerae BH1578 lux reporter, luminescence, 6 h; activation, % at 18.7 µM; 350,000 tested, 0.16% active; AID 588436; in the data active means activation mostly above about 9.7%, no sharp cut-off; further: not every result past the cut was called active; inactives centre near 0; reference of the scale not given here
# SARS 3CLpro inh: SARS-CoV 3CLpro protease inhibition; inhibition, % at 6 µM; P0C6X7; recombinant SARS-CoV 3CLpro, quenched FRET peptide cleavage; 290,000 tested, 0.14% active; AID 1706; in the data active means inhibition above about 12%
# * marks the source's active call; other numbers are inactive results; i = inactive; / = not tested or not shown; & = joins results of further samples. Not all compounds are listed. The share of hits here may be higher or lower than overall.
SMILES,Rv3671c inh,DUSP3 inh,Mtb BioA inh,PriA SSB inh,UGM FP inh,GDH-TPI counter,Mtb FBA inh,MazEF act,Vc quorum ag,SARS 3CLpro inh
Cc1c(Br)c([N+](=O)[O-])nn1CC(=O)NC1CCCCCC1,-4,20,-2.3,-5,1.0,0,-2,-10,-0.2,-8
COc1cccc(C(C)(O)c2nc(-c3cc(F)cc(F)c3)cs2)c1 (configuration not stated),/,/,-0.8,/,/,16,-3,/,0.3,/
COc1ccc(C(=O)Nc2ccc(C3=NNC(=O)CC3C)cc2NC(=O)c2ccc(OC)cc2)cc1 (configuration not stated),-31,41,/,7,2.4,3,-3,-2,-0.5,-3
COc1ccc(-n2cnc(N)c2C(=O)c2cccc([N+](=O)[O-])c2)cc1,1,-2,/,0,1.0,12,2,-9,i,2
CC1(C)COC(/C=C/c2ccc([N+](=O)[O-])cc2)=N1,5,-4,-0.2,-13,0.5,14,-4,-4,-0.2,1
COc1cccc(CNc2ncnc3cc(OC)c(OC)cc23)c1,-3,5,3.5,1,0.7,-2,1,2,i,4
O=C(NN1CCOCC1)c1cc(-c2ccccc2)nc2ccccc12,8,26,-1.1,-9,-1.5,8,0,10,i,-1
CN1CCN(NC(=O)c2ccc(Cl)c(S(=O)(=O)Nc3ccc(Cl)cc3)c2)CC1,6,9,/,1,-3.7,5,3,6,-0.5,7
COc1ccc(NC(=O)CN(Cc2ccco2)Cc2ccco2)cc1S(=O)(=O)N1CCCCC1,4,/,/,2,1.2,4,-3,0,i,/
COc1ccc(S(=O)(=O)Nc2ccc3c(c2)OCCO3)cc1OC,2,25,-0.5,11,2.1,4,0,12,-0.3,-4
CN(C)c1ccc(/C=N/NC(=O)c2ccco2)cc1,-6,21,-0.5,/,3.1,47*,-3,0,-0.4,4
COCCCNCC(O)COc1ccccc1F (configuration not stated),-2,8,-1.4,-8,-4.1,-2,-7,-5,-0.5,-3
O=C(NCc1nnnn1-c1ccc(F)cc1)C(=O)c1c[nH]c2ccccc12,/,/,2.6,/,/,21,-4,-3,-0.4,/
O=C(Cn1c(=O)n(CC(=O)NCc2ccccc2)c2ccccc21)NCc1ccccc1,-6,13,-0.3,-17,-3.3,7,2,-17,i,2
NNC(=O)Nc1cccc(C(F)(F)F)c1,-9,13,-0.9,-3,-3.2,0,-3,1,i,1
C[C@H](NC(=O)C1CCN(S(=O)(=O)c2ccccc2)CC1)C(=O)NCc1ccncc1,/,/,0.3,/,/,-5,-1,9,6.4,/
Cc1cccc2[nH]c3c(N4CCN(C(=O)c5ccco5)CC4)ncnc3c12,-20,39,0.3,12,-0.9,17,44*,15,-1.4,-5
CC(=O)Nc1ccc(-c2cn3cc(C)ccc3n2)cc1,4,-11,5.2,-7,0.3,15,74*,4,-0.3,-5
CCOc1cc(C2C(C(C)=O)=C(C)Nc3ncnn32)ccc1O (configuration not stated),0,/,0.9,4,0.2,2,0,1,1.1,-1
Cc1cccc(C)c1NC(=O)NC1(C(=O)NCc2ccncc2)CCCCC1,-6,12,/,-4,2.7,-1,-2,12,-0.2,-6
COc1ccc(S(=O)(=O)N2CCC(C(=O)NCc3ccncc3)CC2)cc1C,2,-3,/,-1,1.1,3,-1,2,-0.1,-3
O=C(N/N=C/c1ccncc1)c1ccc(NC(=O)c2cccc(Cl)c2)cc1,0,12,/,/,0.1,17,-2,5,-0.3,-1
COCCn1c(CN2CCN(c3ccccc3)CC2)nc2c1c(=O)n(C)c(=O)n2C,-5,/,1.2,-6,-1.6,9,0,0,-0.2,3
Cc1c(C(=O)OCC(=O)Nc2ccc(N3CCOCC3)cc2)oc2ccccc12,8,/,-0.9,-1,-1.8,-3,-1,7,i,/
Cc1nc2ccc(NC(=O)CCS(=O)(=O)c3ccccc3)cc2s1,2,17,/,-9,0.6,7,2,13,i,1

# 4 entries from above, with each value named:
> CCOc1cc(C2C(C(C)=O)=C(C)Nc3ncnn32)ccc1O (configuration not stated)
  Rv3671c inh = 0; DUSP3 inh = /; Mtb BioA inh = 0.9; PriA SSB inh = 4; UGM FP inh = 0.2; GDH-TPI counter = 2; Mtb FBA inh = 0; MazEF act = 1; Vc quorum ag = 1.1; SARS 3CLpro inh = -1

> Cc1cccc(C)c1NC(=O)NC1(C(=O)NCc2ccncc2)CCCCC1
  Rv3671c inh = -6; DUSP3 inh = 12; Mtb BioA inh = /; PriA SSB inh = -4; UGM FP inh = 2.7; GDH-TPI counter = -1; Mtb FBA inh = -2; MazEF act = 12; Vc quorum ag = -0.2; SARS 3CLpro inh = -6

> COc1ccc(S(=O)(=O)N2CCC(C(=O)NCc3ccncc3)CC2)cc1C
  Rv3671c inh = 2; DUSP3 inh = -3; Mtb BioA inh = /; PriA SSB inh = -1; UGM FP inh = 1.1; GDH-TPI counter = 3; Mtb FBA inh = -1; MazEF act = 2; Vc quorum ag = -0.1; SARS 3CLpro inh = -3

> O=C(N/N=C/c1ccncc1)c1ccc(NC(=O)c2cccc(Cl)c2)cc1
  Rv3671c inh = 0; DUSP3 inh = 12; Mtb BioA inh = /; PriA SSB inh = /; UGM FP inh = 0.1; GDH-TPI counter = 17; Mtb FBA inh = -2; MazEF act = 5; Vc quorum ag = -0.3; SARS 3CLpro inh = -1

# The results go on:
SMILES,Rv3671c inh,DUSP3 inh,Mtb BioA inh,PriA SSB inh,UGM FP inh,GDH-TPI counter,Mtb FBA inh,MazEF act,Vc quorum ag,SARS 3CLpro inh
CCC(C)(C)NC(=O)C(c1ccncc1)N(Cc1ccc(C)cc1)C(=O)c1csnn1 (configuration not stated),4,40,-0.5,2,0.6,9,-5,-3,/,-3
O=C(/C=C/c1ccco1)Nc1nnc(-c2ccco2)s1,1,20,/,-4,-2.6,13,0,10,i,0
O=C(NC1CC1)c1ccc2nc([C@@H]3O[C@H](CO)[C@H](O)[C@H](O)[C@H]3O)[nH]c2c1,/,/,0.3,/,/,7,-1,/,i,/
Cc1nnc2c(Oc3ccccc3)nc3ccccc3n12,3,13,/,-7,-1.4,2,1,4,i,-2
Cc1nc2ccccc2c(=O)[nH]1,5,31,-0.6,3&-10&-9,-1.4,-6,-2,7,i,0
O=C(CCn1c(=O)c2ccccc2n(CC(=O)NC2CCCC2)c1=O)NCc1ccco1,-1,30,/,-17,1.0,12,0,-1,i,2
O=C(N/N=C/c1ccc[nH]1)c1ccc(COc2cccc3cccnc23)cc1,-3,9,0.6,/,-0.9,20,-3,5,-0.3,-2
N#Cc1c(NC(=O)CSc2nnc(-c3ccco3)n2-c2ccccc2)sc2c1CCC2,-3,-25,-1.2,15,-1.4,12,-2,-4,-1.1,-2
COc1ccc(C(=O)C(OC(=O)CNC(=O)c2ccco2)c2ccccc2)cc1 (configuration not stated),-2,19,1.6,3,-0.7,4,1,5,i,4
CCN(C(=O)COC(=O)CSc1cc(C)c2ccccc2n1)c1ccccc1,0,/,-0.6,-19,-3.5,1,-1,4,i,/
C/C(=N\NC(=S)NCc1ccccc1)c1ccc(Cl)s1,-11,2,-1.3,/,1.5,9,3,-9,i,2
COc1cccc(NC(=O)c2cc(CN3C(=O)c4ccccc4C3=O)ccc2OC)c1,-31,-4,-1.8,-10,-2.7,1,0,17,-0.6,-2
Clc1ccccc1-c1nc2ccccc2c2nncn12,9,19,1.4,-4,-3.8,3,-1,-3,-1.3,1
NC(=O)CC(NC(=O)Cc1cccc2ccccc12)c1ccc(NC2CCC2)c([N+](=O)[O-])c1 (configuration not stated),-7,27,-0.3,5,1.6,0,-1,11,i,/
COc1cc(OC)cc(C(=O)NNC(=O)c2cc(=O)[nH]c3ccccc23)c1,-1,/,/,0,0.7,7,2,3,-1.9,/
COc1ccccc1C1OCC(C)([N+](=O)[O-])CO1 (configuration not stated),/,/,-0.6,-28,/,5,-1,13,-1.3,/
Cc1c(NC(=O)/C(C#N)=C/c2ccc(-c3ccc(Cl)cc3)o2)c(=O)n(-c2ccccc2)n1C,-2,4,/,11,-3.6,9,-7,-15,-0.2,-1
Cc1cc(C)n2c3c(c(C#N)c2n1)CC(C)(C)OC3,6,40,0.2,-6,-2.9,12,10,-11,-1.7,1
COC(=O)c1ccccc1C(=O)N(c1ccccc1)c1ccccc1,-2,/,/,-11,-1.4,-8,7,8,0.8,/
COC(=O)CSc1nnc(-c2ccco2)n1-c1ccc(C)cc1,5,15,4.6,-8,0.3,12,0,4,i,4
CCOC(=O)Cc1csc(NC(=O)CCCc2ccccc2)n1,-9,-12,-0.5,-2,1.7,7,-3,6,-0.4,1
COc1ccc(C2CC(=O)c3c(O)cc(O)cc3O2)cc1O (configuration not stated),/,/,0.9,-3,/,13,-2,-10,-0.8,/
NC(=O)c1nsc(C(=O)N(CC(=O)NCc2ccc3c(c2)OCO3)C2CCCCC2)c1N,4,4,0.8,3,2.7,15,15,7,-0.8,0
COc1ccc(NC(=O)C2OC3OC(C)(C)OC3C3OC(C)(C)OC23)cc1 (configuration not stated),-1,-1,0.0,-4,0.6,-4,-1,-2,1.2,5
CCOC(=O)C(NC(C)=O)(Nc1ccc(S(=O)(=O)Nc2cc(C)nc(C)n2)cc1)C(F)(F)F (configuration not stated),5,34,-0.9,-6,1.1,-7,-3,6,-0.5,-2

# (list continues)
SMILES,Rv3671c inh,DUSP3 inh,Mtb BioA inh,PriA SSB inh,UGM FP inh,GDH-TPI counter,Mtb FBA inh,MazEF act,Vc quorum ag,SARS 3CLpro inh
O=C(NCc1ccc(Cl)cc1)c1cc2c(nc3sccn32)s1,-4,4,2.0,-5,1.7,22,10,9,i,0
O=C(CN1CCN(c2ccccc2)CC1)Nc1nccs1,8,-4,-0.3,-2,-0.3,3,1,8,-3.2,3
O=C(CSc1nc(-c2ccco2)cc(C(F)(F)F)n1)Nc1ccc2c(c1)OCO2,3,5,-1.2,1,1.0,16,-2,1,i,0
COc1ccc(NS(=O)(=O)c2ccc(OC)c(OC)c2)cc1OC,5,4,-2.2,-14,-1.5,0,-1,-1,i,-2
Cc1sc2nc3c(SC(C)C(=O)O)cc(C(=O)c4ccccc4O)cn3c(=O)c2c1C (configuration not stated),-26,7,/,8,1.2,12,-5,0,-3.4,-48
COc1cccc(C2C(C(=O)/C=C/c3ccco3)=C(O)C(=O)N2CCN2CCOCC2)c1 (configuration not stated),3,0,-3.3,-7,-0.1,12,-2,-4,-0.3,1
Cc1ccc(OCc2nnc(SCC(=O)N3c4ccccc4Sc4ccc(Cl)cc43)o2)cc1,4,4,-0.4,0,2.0,6,1,-2,i,4
O=c1oc2ccccc2c(O)c1Sc1ccc(Cl)cc1,2,/,0.2,-6,0.8,12,12,-5,i,/
Nc1ncnc2c1ncn2C1CCC(CO)C(O)C1 (configuration not stated),-2,6,-0.5,7,0.2,10,2,5,-0.4,-2
COc1cccc(-c2nnc(NC(=O)C3CCCCC3)o2)c1,3,21,1.7,-18,-0.6,7,-1,4,-0.2,-5
COCCNC(=O)CSc1nnc(-c2ccccc2F)n1Cc1ccccc1,-4,3,/,5,-0.1,6,0,-3,1.6,6
O=C1CN(S(=O)(=O)c2ccc([N+](=O)[O-])cc2)CC(=O)N1,-26,31,0.7,-6,1.8,3,2,-1,-0.5,-1
COc1ccc(Cl)cc1NC(=O)C1CC(=O)N(c2ccc(F)cc2)C1 (configuration not stated),5,13,-0.7,-5,3.0,-8,1,4,-0.7,3
Cc1ccc(/C=C/C(=O)OCC(=O)Nc2cccnc2Cl)cc1,0,/,0.6,-4,4.4,-4,0,2,-1.8,/
CC(CN1CCC(n2nccc2NC(=O)C2CCCC2)CC1)c1ccccc1 (configuration not stated),-3,18,1.7,-5,-0.5,-3,1,1,i,0
CCOc1ccc(C(C)=O)cc1CSc1nnc(N)s1,3,28,/,0,-0.5,2,1,10,-1.6,2
C=CCc1ccccc1OCC(O)CN1C(=O)c2ccccc2C1=O (configuration not stated),-3,9,-1.2,-20,1.5,5,1,0,0.7,3
Clc1ccccc1Nc1ncnc2c1nnn2Cc1ccccc1,-8,-2,/,2,3.5,14,1,9,-0.1,4
Oc1ccc(CNc2ccc(F)cc2)c2cccnc12,-10,28,-2.4,78*,-2.0,8,-6,4,0.7,-3
Clc1ccc(-c2nc3ncccn3c2Nc2ccc3c(c2)OCO3)cc1,-4,19,-1.9,1,1.3,5,6,5,i,-6
Cc1ccc(SCC(=O)NNC(=O)c2ccc(S(C)(=O)=O)cc2)cc1,-3,24,-1.7,-6,2.0,6,1,3,2.3,-2

# Compound activity as filed in PubChem.
